AID2073 = inhibitors of Mint1-CaV2.2 protein interaction, biochemical, HTRF (AID 2073); Voltage-dependent N-type calcium channel subunit alpha-1B (Homo sapiens); HTRF protein-protein interaction, Mint1-CaV2.2; higher % means a stronger effect; one-dose inhibition, % at 20 µM; IC50 in µM for titrated hits; actives 0.19% (n = 290,000); in the data active = inhibition mostly above about 51%, no sharp cut-off; inconclusive = no clear call, values can overlap the other calls; inactive = mostly below about 53%; note: some results filed as inactive read as strong as hits
NOD1 NF-kB reporter = NOD1 signaling inhibitors, primary screen, cell-based, luminescence, uHTS (AID 1578); NOD1-driven NF-kB luciferase reporter cells, luminescence; higher % means a stronger effect; inhibition, % at 4 µM, or EC50 in µM where a hit was titrated; actives 1% (n = 290,000); in the data active = inhibition mostly above about 36%, no sharp cut-off; inactive = mostly below about 34%;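 note: HEK-293T reporter cells stimulated with the NOD1 agonist gamma-tri-DAP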
KOR beta-arrestin-1 = KOR antagonists, beta-arrestin recruitment, cell-based, luminescence, uHTS (AID 1778); Kappa-type opioid receptor (Homo sapiens); KOR beta-arrestin recruitment, luminescence, antagonist mode; higher % means a stronger effect; inhibition, % at 10 µM, or IC50 in µM where a hit was titrated; actives 0.091% (n = 290,000); in the data active = inhibition above about 50%; note: strong numbers were not always called active
GPR55 LPI antagonism = GPR55 antagonists blocking LPI-driven arrestin recruitment, primary screen, imaging, U2OS, beta-arrestin-GFP, LPI agonist (AID 2013). G-protein coupled receptor 55 (Homo sapiens). U2OS GPR55 beta-arrestin-GFP translocation imaging, LPI antagonism; higher % means a stronger effect. inhibition, % at 10 µM; hits with a dose series show IC50 in µM. actives 0.13% (n = 290,000);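 active = spots per cell inhibited over 60%, with over 100 cells counted and total cytoplasm intensity under 500,000; inconclusive = wells with under 100 cells, flagged as likely toxic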;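 note: U2OS cells stably carrying GPR55 and arrestin-GFP stimulated by 5 µM LPI near EC80; imaged beta-arrestin-GFP aggregate spots per cell after agonist stimulation; plate controls were LPI-stimulated DMSO wells for no effect and DMSO wells without LPI for full effect; some results filed as inactive read as strong as hits; confirmed hits need IC50 under 10 µM and bright autofluorescent wells are also inconclusive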
GPR35 arrestin U2OS = GPR35 antagonists blocking zaprinast-driven arrestin recruitment, primary screen, imaging, U2OS, beta-arrestin-GFP, zaprinast agonist (AID 2058) | G-protein coupled receptor 35 (Homo sapiens) | U2OS GPR35 beta-arrestin-GFP translocation imaging, zaprinast antagonism; higher % means a stronger effect | one-dose inhibition, % at 10 µM; IC50 in µM for titrated hits | actives 0.052% (n = 290,000);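 active = inhibition of at least 50% with at least 30 cells and total cytoplasm GFP at most 10,000,000; inconclusive = under 30 cells or total GFP of 10,000,000 plus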
KOR beta-arrestin-2 = KOR agonists, beta-arrestin recruitment, primary screen, cell-based, luminescence, uHTS (AID 1777); Kappa-type opioid receptor (Homo sapiens); KOR beta-arrestin recruitment, luminescence; higher % means a stronger effect; activation, % at 10 µM, or EC50 in µM where a hit was titrated; actives 0.02% (n = 280,000); in the data active = activation above about 50%, passing the limit was not always enough; note: a part of the inactive calls stands beside numbers as strong as those of hits
HIV peptide binding = inhibitors of HIV fusion peptide binding, primary screen, biochemical, uHTS, fluorescence dequenching (AID 1986); cell-free peptide binding, fluorescence dequenching, 30 min; higher % means a stronger effect; inhibition, % at 20 µM; hits with a dose series show IC50 in µM; actives 0.3% (n = 290,000); in the data active = inhibition mostly above about 52%, no sharp cut-off; inactive = mostly below about 76%; note: some results filed as inactive read as strong as hits
GPR55 beta-arrestin = GPR55 agonists via beta-arrestin recruitment, primary screen, imaging, U2OS cells, beta-arrestin-GFP redistribution (AID 1961); actives 0.048% (n = 290,000); U2OS GPR55 beta-arrestin-GFP redistribution imaging; higher % means a stronger effect; activation, % at 10 µM; hits with a dose series show EC50 in µM;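 active = activation above 40% with more than 50 cells counted in the well; inconclusive = wells holding fewer than 50 cells, flagged as toxic or sparse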;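 note: U2OS osteosarcoma cells stably expressing GPR55 and beta-arrestin-GFP; plate controls were DMSO negative control for no effect and LPI positive control for full effect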
SIAH1 antagonists = Siah-1 peptide-binding antagonists, primary screen, biochemical, fluorescence polarization, rhodamine-plectin, uHTS (AID 1817). displacement, % at 20 µM; hits with a dose series show IC50 in µM. actives 0.02% (n = 290,000). Siah-1 / rhodamine-plectin peptide fluorescence polarization; higher % means a stronger effect;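 active = displacement of at least 50% at 20 µM, with a fluorescence ratio check between 0.3 and a set limit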;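 note: plate controls were Siah plus tracer with DMSO for no effect and tracer alone without Siah for full effect; strong numbers were not always called active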
* = called active by the depositor; ? = inconclusive; . = no result given; [ ] = dose if it differs, or a comment.

SMILES | AID2073 | NOD1 NF-kB reporter | KOR beta-arrestin-1 | GPR55 LPI antagonism | GPR35 arrestin U2OS | KOR beta-arrestin-2 | HIV peptide binding | GPR55 beta-arrestin | SIAH1 antagonists
Cc1ccc(S(=O)(=O)NC(=O)COc2ccc([N+](=O)[O-])cc2)cc1 | 4% | -30% | 5% | 9% | 7% | 0.3% | -0.2% | -0.1% | 6%
COc1cc(CN2CCN(Cc3ccccc3C(F)(F)F)CC2)cc(OC)c1OC | 1% | -11% | -52% | -2% | 4% | 2.4% | 0.1% | 0.0% | 4%
Cc1ccccc1C(=O)N1CCC(C(=O)NC2CCCCC2)CC1 | 4% | 46% | 11% | 2% | -6% | 9.0% | 0.8% | 0.0% | -6%
CCN1C(=O)C2(C(C#N)=C(N)Oc3cc(C)oc(=O)c32)c2ccccc21 (configuration not stated) | 0% | . | -7% | 3% | -4% | 2.3% | -0.9% | 0.4% | 1%
COc1cc([N+](=O)[O-])ccc1NC(=O)CN(C)C | -3% | -17% | 3% | 2% | 9% | -3.5% | 2.1% | -0.3% | -3%
CCCCOc1ccc(/C=N/NC(=S)Nc2cc(C)ccc2C)cc1 | -3% | -51% | 21% | 0% | -2% | . | -0.8% | 0.0% | -6%
CCOC(=O)N1N=C(CC)CC1(O)C(F)(F)F (configuration not stated) | -36% | -12% | 24% | -1% | 13% | -0.2% | -0.4% | 0.0% | -8%
O=Cc1ccc2c(c1)CCN2Cc1ccccc1 | -4% | -2% | 4% | -12% | -21% | 2.2% | -0.9% | -0.2% | -3%
Cc1ccc(NC(=S)N2CCCCC2)cc1C | -28% | -8% | 7% | -3% | -25% | 4.9% | -0.7% | 0.6% | 1%
Cc1ccc(-n2c(=S)[nH]c3sc4c(c3c2=O)CCC4)cc1 | 37% | -33% | -12%[20 µM] | 2% | 1% | -8.3% | 5.3% | 0.0% | 2%
Cc1cc(NC(=O)CSc2nnc(-c3ccc4c(c3)OCCO4)o2)no1 | -2% | -8% | -21% | 7% | 7% | -2.1% | 1.6% | 0.1% | 4%
CS(=O)(=O)N1CCC(C(=O)NCc2ccncc2)CC1 | -8% | -2% | 31% | 6% | -15% | 5.3% | -0.1% | -0.1% | -2%
Cc1ccc(CNC(=O)c2ccc(CS(=O)(=O)c3ccccc3)o2)cc1 | -2% | 5% | -2% | -4% | -14% | 0.4% | -1.3% | -0.2% | 15%
Cc1noc(C)c1C(=O)OCC(=O)c1c[nH]c2ccccc12 | 4% | -6% | -9% | 0% | 4% | -4.5% | 0.5% | -0.3% | 2%
O=C(O)c1ccc(NCc2cccs2)cc1 | 30% | -24% | -49%[20 µM] | 11% | 3% | -1.0% | -1.3% | -0.1% | -5%
O=C(NCCO)/C(=C\c1cccs1)NC(=O)c1cccs1 | -7% | 30% | -11% | -9% | -5% | 7.6% | 0.6% | -0.5% | -1%
C=CCn1c(=NC(=O)c2sc3ccccc3c2Cl)sc2cc(S(N)(=O)=O)ccc21 | 47% | 3% | -30% | 13% | -4% | 12% | 5.5% | -0.2% | 4%
O=C(c1cc2sccc2n1Cc1ccccc1)N1CCCc2ccccc21 | -1% | 35%* | -78% | -2% | -10% | 7.8% | -1.6% | 0.0% | -2%
CCOC(=O)c1c(C)[nH]c(NC(=O)Nc2ccc(NC(C)=O)cc2)c1C | 11% | -2% | 6% | -6% | 7% | -2.8% | 0.4% | -0.2% | 11%
CCCOc1ccc(/C(O)=C2/C(=O)C(=O)N(CCCOC)C2c2cccnc2)cc1 (configuration not stated) | 17% | 24% | -48% | 8% | 5% | 1.7% | 0.1% | 0.1% | 1%
CC1(C)Cc2sc3c(=O)[nH]c(=S)[nH]c3c2CO1 | -18% | 8% | -28% | -3% | 3% | 1.2% | 2.5% | 0.2% | 14%
CC1(C)CC(=O)C2=C(C1)NCN(Cc1ccccc1)C2 | ? | 28% | 3% | -3% | -2% | 10% | 0.9% | 0.0% | -1%
O=C(CCN1C(=O)/C(=C/c2cccs2)SC1=S)Nc1ccc(O)cc1 | 4% | -22% | -53% | 16% | -8% | -2.3% | 14% | 0.2% | 3%
COc1cc(OC)cc(C(=O)NCCn2ccc3ccccc32)c1 | 3% | 2% | -8% | -19% | -2% | 2.9% | 4.0% | 0.3% | 0%
S=c1nc2ccccc2c2nc(-c3ccccc3Br)[nH]n12 | -47% | -3% | 12% | 1% | 12% | 9.4% | 3.3% | -0.1% | 28%
O=C(CSCc1ccccn1)Nc1ccccc1 | -4% | -40% | 42% | -4% | -5% | 0.9% | -0.8% | 0.2% | 0%
CCCc1nc(SCC(=O)Nc2nnc(CC)s2)c2c(=O)n(C)c(=O)n(C)c2n1 | -3% | -10% | -40% | 18% | -2% | 3.2% | 1.9% | -0.1% | 1%
Nc1nnc(SCc2c(F)cccc2Cl)s1 | 11% | -8% | 12% | 6% | 9% | 2.8% | -1.2% | 0.0% | 2%
C/C=C\C=C/C(=O)Nc1cccc(C2=NOC3(C2)C[C@H](C(N)=O)N(C(=O)CC)C3)c1 (some centres not stated) | 62% | 11% | 15% | 2% | 10% | 3.8% | -1.2% | -0.1% | -8%
Cn1cc(CCNC(=O)c2ccc3nc(Cc4ccccc4F)oc3c2)cn1 | -1% | -56% | 0% | 18% | -14% | 6.5% | 2.7% | -0.1% | 5%

Exported with values under each structure: two of the compounds above
Sequence of screens – AID2073	NOD1 NF-kB reporter	KOR beta-arrestin-1	GPR55 LPI antagonism	GPR35 arrestin U2OS	KOR beta-arrestin-2	HIV peptide binding	GPR55 beta-arrestin	SIAH1 antagonists
- CC1(C)CC(=O)C2=C(C1)NCN(Cc1ccccc1)C2
 : ?	28%	3%	-3%	-2%	10%	0.9%	0.0%	-1%
- O=C(NCCO)/C(=C\c1cccs1)NC(=O)c1cccs1
 : -7%	30%	-11%	-9%	-5%	7.6%	0.6%	-0.5%	-1%

Next section.
SMILES | AID2073 | NOD1 NF-kB reporter | KOR beta-arrestin-1 | GPR55 LPI antagonism | GPR35 arrestin U2OS | KOR beta-arrestin-2 | HIV peptide binding | GPR55 beta-arrestin | SIAH1 antagonists
CCOc1ccc(-n2c(C)cc(/C=N/Nc3nc(C)cc(=O)[nH]3)c2C)cc1 | 23% | 6% | 16% | 9% | 5% | -2.6% | -0.2% | -0.1% | 0%
COC(=O)C1=C(C)OC(N)=C(C#N)C1c1cc2cc(C)ccc2nc1Cl (configuration not stated) | 11% | -39% | -8%[20 µM] | -14% | -6% | -5.9% | 1.2% | 0.4% | 12%
O=C(OCC(=O)N1CCCCC1)c1ccccc1SCC(=O)N1CCCCC1 | -10% | -20% | 5% | -8% | 4% | -6.1% | -2.0% | -0.2% | 2%
CCn1c(CN2CCOCC2)nnc1SCC(=O)Nc1cccc(C)c1 | 2% | -6% | 23% | 11% | 4% | -2.1% | -1.0% | -0.1% | 5%
Cc1ccccc1OCC(=O)Nc1ccccc1N1CCC(C)CC1 | -6% | -39% | -20% | 6% | 6% | 0.3% | 1.7% | 1.7% | 14%
O=C(CN(Cc1ccco1)C(=O)CNS(=O)(=O)c1ccc(Cl)cc1)NC1CCCCC1 | 3% | -14% | 8% | 2% | -7% | -1.4% | -0.2% | -0.2% | 2%
CC1(C)Cc2c(sc(NC(=O)COc3cccc4ccccc34)c2C#N)C(C)(C)N1 | 19% | -18% | -14% | 1% | -2% | 2.4% | 13% | 0.2% | 33%
COc1ccc(C(=O)N2CCN(Cc3ccc(OC)c(OC)c3)CC2)cc1 | 7% | -13% | -26%[20 µM] | 14% | -4% | -6.4% | 0.1% | 0.0% | 8%
CCCCOC(=O)Nc1ccc(C(C)C)cc1 | 3% | -29% | -5% | 7% | -10% | 0.1% | -0.8% | -0.3% | 1%
NNC(=O)c1ccc(CSc2nc3ccccc3[nH]2)cc1 | -2% | -20% | -5% | 3% | 5% | -4.1% | -2.0% | -0.3% | 14%
Cn1c(-c2ccccc2)c(CCO)c2ccccc21 | 7% | -39% | -54% | -8% | 1% | 11% | -0.9% | 1.0% | 1%
COc1ccc(NC(=O)c2oc3ccccc3c2NC(=O)C(C)(C)C)cc1 | 5% | -24% | -24% | 19% | -7% | 0.0% | 1.3% | 0.0% | 2%
Cc1cc(Cl)c2oc(C(=O)NCCC3CCCCO3)c(C)c2c1 (configuration not stated) | 3% | -47% | -10% | 4% | 15% | -2.3% | 2.1% | 0.3% | 0%
O=C(CSc1n[nH]c(-c2cccnc2)n1)Nc1ccnc2ccccc12 | 0% | 9% | 31% | -1% | 4% | -1.9% | 14% | -0.2% | -4%
Cc1cccc(N=C2NN=C(c3c[nH]c4ccccc34)CS2)c1 | -9% | 30% | -29% | 0% | 14% | 4.5% | 4.6% | 0.3% | -9%
COc1ccc(S(=O)(=O)N(CCCN2CCCC2=O)Cc2cc3c(C)cc(C)cc3[nH]c2=O)cc1 | 13% | 17% | -14% | -8% | 9% | 33% | 2.0% | -0.2% | -6%
CC(C)(C)c1cc(C(=O)N2CCN(c3ncccn3)CC2)ccn1 | -6% | -8% | 7% | -2% | 0% | 3.4% | 1.1% | -0.1% | 0%
O=C(Nc1ccccc1Br)C(=O)N1CCCC1 | -5% | -19% | 7% | 7% | -5% | -0.5% | -1.4% | 0.1% | 1%
CCCCCCC12CCC(C(=O)O)(CC1)CC2 | -10% | -10% | -58% | 6% | 2% | -9.9% | 8.9% | -0.4% | 1%
COc1ccc(N2CC(C(=O)Nc3nnc(SCC(=O)NC4CCCC4)s3)CC2=O)cc1 (configuration not stated) | 0% | 8% | -17% | -2% | -1% | 8.0% | 3.6% | -0.1% | 0%

Entries of single compounds from above. Screens in order: AID2073	NOD1 NF-kB reporter	KOR beta-arrestin-1	GPR55 LPI antagonism	GPR35 arrestin U2OS	KOR beta-arrestin-2	HIV peptide binding	GPR55 beta-arrestin	SIAH1 antagonists
CCCCCCC12CCC(C(=O)O)(CC1)CC2 in the list: -10%	-10%	-58%	6%	2%	-9.9%	8.9%	-0.4%	1%
COc1ccc(S(=O)(=O)N(CCCN2CCCC2=O)Cc2cc3c(C)cc(C)cc3[nH]c2=O)cc1 in the list: 13%	17%	-14%	-8%	9%	33%	2.0%	-0.2%	-6%
O=C(Nc1ccccc1Br)C(=O)N1CCCC1 in the list: -5%	-19%	7%	7%	-5%	-0.5%	-1.4%	0.1%	1%
COc1ccc(N2CC(C(=O)Nc3nnc(SCC(=O)NC4CCCC4)s3)CC2=O)cc1 (configuration not stated) in the list: 0%	8%	-17%	-2%	-1%	8.0%	3.6%	-0.1%	0%

Screens (PubChem)

Only part of the results is shown, so the mix of outcomes need not match the whole.
